Screening results (PubChem)
A549 viability: kills or reduces viability of A549 cells in Nrf2 counter-screen | A549 ARE-Fluc cells, CellTiter-Fluor viability, 18-24 h | Potency, µM (top dose mostly 46 µM), for the others: at the highest dose activity change, negative = cytotoxicity, usual class: inhibitors | actives 0.16% (n = 390,000); note: potency is the fitted concentration of half-maximal effect; % is set by controls: 0 for no effect and ±100 for the full control effect
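A549 ARE-Fluc cells in 5% FBS OPTI-MEM, 5000 cells/well, rested 2 h then exposed to compounds in concentration-response for 18-24 h at 37 °C. Viability by CellTiter-Fluor fluorescence (Ex 405/Em 525) after 30 min; luciferase luminescence (BugLite, 15 min, RT) read afterwards.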
Nrf2 inh: Nrf2 pathway inhibition; A549 ARE-Fluc reporter, luciferase luminescence, 18-24 h; Potency, µM (highest dose often 46 µM), for inactives: top-dose activity change, negative = inhibition, usual class: inhibitors; actives 2.1% (n = 360,000); AID 504444; note: potency is the fitted concentration of half-maximal effect; % is set by controls: 0 for no effect and ±100 for the full control effect; nearly all actives have a fitted effect of over 60% in size
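Nrf2 activity is the BugLite luminescence, read 15 min after reagent at room temperature, following CellTiter-Fluor cytotoxicity readout (30 min, 37C). Compound titrations were applied for 18-24 h to 5000 A549 ARE_Fluc cells/well in 5% FBS OPTI-MEM.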
HepG2 viability: counter-screen for TGF-b inhibitors: cytotoxicity in HepG2 cells; Potency, µM (titrated, usually from 46.1 µM), without a hit: at the highest dose activity change, negative = cytotoxicity, actives largely listed as cytotoxic; AID 588856; actives 0.76% (n = 410,000); HepG2 CAGA-GFP viability, ATP luminescence, 18 h; note: potency is the fitted concentration of half-maximal effect; some results filed as inactive show a strong effect at the top dose
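CellTiter-Glo luminescence gave cytotoxicity after 18 hours at 37 degrees C. The cells were HepG2 CAGA-GFP in 1% FBS DMEM, stimulated with 500 pg/mL TGF-beta after compound addition. %Activity was normalised to no-cell wells (complete cell-killing) and DMSO (no toxicity), and curves were fitted and classified.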
Nrf2 ARE act: activates Nrf2 signaling. actives 0.31% (n = 410,000). AREc32 ARE-luciferase reporter (MCF7-derived line), luminescence, 24 h. Potency, µM (top dose mostly 46.1 µM), inactives show at the highest dose activation, actives largely listed as activators; note: potency is the fitted concentration of half-maximal effect; % of control where 0% means no effect; nearly all actives have a fitted effect of over 65% in size
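Steps: seed AREc32_Fluc cells (1000/well, 5% FBS OPTI-MEM); incubate overnight at 37 deg C; add 23 nL compound; incubate 24 hr; add Steady-Glo; hold 30 min RT; read luminescence.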
EPAC2 agonist: EPAC2 (human) agonism | Q8WZA2 | Potency, µM (titrated, usually from 154 µM), for inactives: top-dose activation, actives largely listed as activators | EPAC2 activation, biochemical qHTS; response scale: 100% = 6.5 mM cAMP response | actives 0.079% (n = 360,000) | AID 720711; note: potency is the fitted concentration of half-maximal effect; nearly all actives have a fitted effect of over 50% in size
Target sequence (Q8WZA2 whole entry, looked up): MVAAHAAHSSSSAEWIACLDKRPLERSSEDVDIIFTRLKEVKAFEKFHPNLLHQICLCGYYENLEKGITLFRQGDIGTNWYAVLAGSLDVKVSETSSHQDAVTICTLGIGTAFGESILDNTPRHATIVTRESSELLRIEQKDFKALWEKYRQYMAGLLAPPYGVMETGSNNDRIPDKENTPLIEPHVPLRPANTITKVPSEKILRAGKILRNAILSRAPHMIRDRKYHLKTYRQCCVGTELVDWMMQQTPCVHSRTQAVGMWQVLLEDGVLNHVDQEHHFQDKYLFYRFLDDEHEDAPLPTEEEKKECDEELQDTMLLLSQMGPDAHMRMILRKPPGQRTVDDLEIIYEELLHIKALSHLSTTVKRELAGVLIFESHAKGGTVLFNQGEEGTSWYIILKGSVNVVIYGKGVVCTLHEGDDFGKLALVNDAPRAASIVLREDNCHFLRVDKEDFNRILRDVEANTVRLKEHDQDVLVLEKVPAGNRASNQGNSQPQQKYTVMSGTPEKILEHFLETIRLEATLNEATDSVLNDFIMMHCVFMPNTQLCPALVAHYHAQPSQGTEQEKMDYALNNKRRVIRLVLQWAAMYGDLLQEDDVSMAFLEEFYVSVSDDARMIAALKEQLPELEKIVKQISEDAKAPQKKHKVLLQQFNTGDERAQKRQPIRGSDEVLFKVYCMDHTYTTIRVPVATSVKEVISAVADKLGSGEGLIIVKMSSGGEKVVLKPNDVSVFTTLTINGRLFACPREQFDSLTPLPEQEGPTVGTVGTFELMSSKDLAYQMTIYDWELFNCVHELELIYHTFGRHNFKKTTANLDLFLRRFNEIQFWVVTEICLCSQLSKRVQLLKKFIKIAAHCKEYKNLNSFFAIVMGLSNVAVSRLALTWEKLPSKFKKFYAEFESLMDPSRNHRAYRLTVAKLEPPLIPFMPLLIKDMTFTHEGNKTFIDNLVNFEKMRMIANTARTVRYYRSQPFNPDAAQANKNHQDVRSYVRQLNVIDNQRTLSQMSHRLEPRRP
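EPAC2 (100 nM) mixed with Rap1B loaded with BODIPY-GDP (250 nM) plus 50 uM unlabeled GDP; compounds pinned in, 5 min RT, then read every 5 min for 30 min (ex 480, em 540 nm). Normalized to cAMP control.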
ATXN2 expr inh: ATXN2 expression inhibition; actives 0.72% (n = 360,000); Potency, µM (top dose mostly 57 µM), inactives show top-dose activity change, negative = inhibition, most hits filed as inhibitors; HEK-293 ATXN2-luciferase reporter, luminescence, 24 h; note: potency is the fitted concentration of half-maximal effect; % is set by controls: 0 for no effect and ±100 for the full control effect; nearly all actives have a fitted effect of over 55% in size
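ATXN2-luciferase reporter cells (luciferase flanked by upstream and downstream ATXN2 gene portions) were treated 24 h at 37 °C with compounds at up to 57 uM. SteadyGlo luminescence gave expression; GF-AFC fluorescence gave viability.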
S2 tox: cell viability loss in ATXN counter-screen; S2 cells (HEK-293 line with an ATXN2-luciferase reporter) viability, CellTiter-Fluor protease fluorescence, 24 h; actives 0.49% (n = 400,000); Potency, µM (doses to about 56.7 µM), hits mostly cytotoxic; note: potency is the fitted concentration of half-maximal effect; nearly all actives have a fitted effect of over 40% in size
IL2 activator: IL-2 activation. IL-2 activation reporter assay, cell-based qHTS; stimulated with anti-CD3/CD4/CD28 beads; in transgenic mouse T cells. activation, % (series mostly up to about 46 µM). actives 0.065% (n = 360,000). AID 652025; in the data active = activation above about 50%; inconclusive = mostly about 30% to 49%; note: 0% is about no effect
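Unstimulated transgenic mouse T cells; 60-min compound exposure; bead-based TCR/CD4/CD28 stimulation; 18 h culture, 37 degrees C; dual fluorescence (EGFP, DsRed) plate cytometry.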
TGFb inhibitor: blocks TGF-b signaling; actives 1.2% (n = 410,000); Potency, µM (top dose mostly 46.1 µM), inactives show top-dose activity, negative = inhibition, actives largely listed as inhibitors; HepG2 CAGA-GFP TGF-b/SMAD3 reporter, GFP fluorescence, 18 h; TGF-beta stimulated, 500 pg/mL final; note: potency is the fitted concentration of half-maximal effect; % is set by controls: 0 for no effect and ±100 for the full control effect; nearly all actives have a fitted effect of over 65% in size
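Per well, imaged GFP fluorescence of HEPG2 CAGA-GFP cells gives the signal; cells get compound, then TGF-beta (500 pg/mL final), 18 h at 37 degrees C; %Activity versus -TGF-beta and +DMSO controls.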
An asterisk follows results filed as active; i = inactive; ? = inconclusive; nt = no result given; & = joins results of further samples; [ ] = dose if it differs, or a comment. Unless noted, calls come from the whole dose curve; as a rule, active = well fitted curve in the direction sought with a large enough effect; inconclusive = small, poorly fitted or top-dose-only effect, or another doubt; inactive = no such curve, though single readings can be large; an effect the other way counts as inactive or inconclusive.

SMILES	A549 viability	Nrf2 inh	HepG2 viability	Nrf2 ARE act	EPAC2 agonist	ATXN2 expr inh	S2 tox	IL2 activator	TGFb inhibitor
COc1ccc(OCCNC(=O)c2cc(C3CC3)nc3c2cnn3C(C)C)cc1	-11%	-21%	11%	0.6%	8%	-7%	?	-4.4	3%
NC(=O)c1cc(Cl)ccc1OCC(=O)Nc1ccc2c(c1)OCO2	7%	?	0%	-1.1%	7%	nt	i	0.7	-2%
CCN1CCN(CCCNC(=O)CS(=O)(=O)Cc2nc(-c3cccc(OC)c3)oc2C)CC1	9%&4%	?	1%&-20%	0.3%&0.3%	-9%	-3%	i	-1.7	-1%&-8%
COc1ccccc1C(=O)NCCSCc1ccccc1Cl	-3%	-6%	8%	0.6%	16%	-3%	i	2.9	-9%
Cc1cccc(Cn2c(=O)n(-c3ccccc3C)c(=O)c3c2c2cc(C)ccc2n3C)c1	-1%	28%	-22%	-0.2%	nt	16%	i	nt	-14%
CC(C)Cc1cc(C(=O)Nc2ccc(F)cc2F)no1	-2%	32%	3%	3.5%	-6%	60%[activator]	i	3.1	-17%
Cc1ccc(SCCNC(=O)/C=C/c2ccc([N+](=O)[O-])cc2)cc1	12%	-10%	-27%	-0.7%	18%	-1%	i	-0.2	?
O=C(c1ccc(CS(=O)c2cccc(Cl)c2)o1)N1CCN(C2CCCCC2)CC1 (stereo not given)	-3%	3%	-7%	-0.4%	-5%	9%	i	-1.8	11%
COc1ccc(NC(=O)CN(C)C(=O)c2ccccc2OCC(=O)Nc2cccc(C(F)(F)F)c2)cc1	1%	-8%	-1%	0.5%	-10%	-9%	i	-1.1	-23%
O=S(=O)(NC1CCc2ccccc21)c1ccccc1 (stereo not given)	nt	nt	-31%	-0.1%	8%	nt	i	2.7	-1%
Cc1csc(SCc2ccccc2C(=O)O)n1	7%	15%	-3%	-0.7%	-3%	8%	i	-2.5	24%
CCOc1cc(CNC)ccc1OCC(=O)NC(C)(C)C	4%	15%	-2%	-0.4%	-1%	-17%[11.3 µM]	i	2.7	-10%
CC1=C(C(=O)Nc2ccc(Cl)cc2)C(c2cccs2)n2nc(SCc3cccc(Cl)c3)nc2N1 (stereo not given)	7%	12%	5%	-0.9%	nt	12%	i	nt	-24%
Cc1ccc(NC(=S)NNC(=S)Nc2ccc(C)cc2)cc1	1%	3%	-5%	0.0%	0%	-17%	?	-3.6	?
CN(Cc1ccccc1)C(=O)CSc1nc2c(c(C(F)(F)F)n1)CCc1ccccc1-2	-1%	?	-1%	0.1%	15%	-4%	i	-0.9	2%
COc1ccccc1NC(=O)C(C)NC(c1ccccc1)c1ccccc1 (stereo not given)	8%	-2%	-15%	4.6%	8%	0%	i	-1.1	0%
CC(=O)N(C)c1ccc(N=Cc2cc3c(cc2[N+](=O)[O-])OCO3)cc1	0%	-8%	11%	0.4%	13%	-3%	i	-2.0	31%
CC[N+](CC)(CC#Cc1ccccc1)CC#Cc1ccccc1	1%	15µM*	-15%	0.3%	7%	-35%	i	-0.8	11%
COC(=O)[C@]12CCCCC=C1N(Cc1cccc3ccccc13)C(=O)[C@H](CC(=O)NCCC(C)C)C2	nt	nt	nt	-0.7%	13%	-7%	?	-1.2	nt
C/C(=N\NC(=O)c1c([N+](=O)[O-])c(C)nn1C)c1ccc(NC(=O)C2CCCC2)cc1	-19%	10%	-2%	3.3%	9%	-10%	i	-3.0	0%
O=C(C=Cc1cccnc1)c1ccccc1	?	-20%	-37%	?	0%	?	nt	-1.6	20µM*
COc1ccc(OC)c(S(=O)(=O)ON2C(=O)c3ccccc3C2=O)c1	-14%	-14%	-27%	1.9%	5%	-18%	?	-2.9	?
O=C(NCCCN1CCN(c2ccccc2)CC1)c1nnc(Cc2ccc(F)cc2)o1	-1%	13%	-27%	4.8%	nt	-16%	i	nt	-27%
O=C(NCC(=O)N(c1cccc(F)c1)C(C(=O)NCC1CCCO1)c1ccccc1)c1ccco1 (stereo not given)	4%	-10%	1%	-0.7%	-7%	6%	i	-2.1	2%
O=C(CSCc1ccc([N+](=O)[O-])cc1)N/N=C/c1ccncc1	0%	-19%	5%	0.3%	9%	nt	i	-0.6	-10%
The list continues.
SMILES	A549 viability	Nrf2 inh	HepG2 viability	Nrf2 ARE act	EPAC2 agonist	ATXN2 expr inh	S2 tox	IL2 activator	TGFb inhibitor
O=C(NC(=S)Nc1ccc(Cl)cn1)c1cccs1	3%	?	-2%	6.3µM*	-3%	63%[activator]	i	0.0	2%
C=C(CC1([C@@H](NP(=O)(c2ccccc2)c2ccccc2)[C@H]2C[C@@H]2CCCC)CC1)c1ccccc1	-28%	?	-25%	1.4%	0%	-35%	i	-0.7	-3%
CC(C)NS(=O)(=O)c1ccc(OCC(=O)N(C)Cc2ccccc2)cc1	8%	1%	-9%	-0.4%	6%	3%	i	-1.1	2%
O=C1c2ccccc2C(=O)c2c1oc(C(F)(F)F)c2C(=O)c1ccccc1	?	?	1.1µM*	-2.5%	1%	?	?	1.9	1.1µM*
C=CCNC(=S)Nc1ccc(Cl)c(S(=O)(=O)N2CCOCC2)c1	-2%	5%	-13%	-1.2%	2%	-4%	i	0.2	-20%
O=S1(=O)N(Cc2ccccc2F)CCCN1Cc1c(F)cccc1Cl	2%	-23%	-5%	-0.8%	3%	20%	i	-7.0	-26%
O=C(CSc1nnc(NC(=O)C2CCC2)s1)Nc1ccccc1	-1%	-10%	10%	-0.5%	2%	-12%	i	-4.0	33%[activator]
Clc1ccc(CSc2nnc(-c3cccnc3)n2Cc2ccco2)c(Cl)c1	-15%	-5%	-37%	0.3%	-10%	-27%	i	-0.5	0%
CCOC(=O)C1(Cc2cccc(OC)c2)CCCN(C(=O)CNC(C)=O)C1 (stereo not given)	0%	?	-5%	-0.2%	3%	63%[activator]	i	-2.2	9%
O=C(c1cccc(Cl)c1)N1CCN(c2ncnc3c2cnn3-c2ccccc2)CC1	1%	-7%	0%	0.5%	13%	2%	i	-1.9	15%
CC(Oc1ccc2ccc(=O)oc2c1)C(=O)c1ccccc1 (stereo not given)	-6%	-15%	-19%	0.0%	8%	-3%	i	0.3	3%
Cc1ccc([N+](=O)[O-])c(OCCCN2C(=O)NC(C)(C)C2=O)c1	-1%	?	3%	2.5%	0%	?	?	2.4	14%
Cc1cc(C)nc(Sc2ccc(C=O)cc2[N+](=O)[O-])n1	-3%	7%	-16%	-0.4%	-2%	-7%	i	-1.5	-17%
COc1cccc(/C=C/C(=O)NNC(=O)c2ccccc2)c1OC	1%	?	13%	2.7%	0%	-20%	i	0.3	-4%
CCC(=O)N1CCc2cc(Br)cc(S(=O)(=O)NCCc3ccccc3Cl)c21	-16%	-4%[9.27 µM]	-28%	0.2%	nt	-36%	?	nt	?
CC1(C(=O)NCC2CC2)CCN1C(=O)C1(c2ccc(Cl)cc2)CC1 (stereo not given)	nt	nt	4%	-0.3%[9.22 µM]	4%	-10%	i	0.5	3%
O=C1c2ccccc2NC(c2ccc(O)cc2)N1c1ccccc1 (stereo not given)	1%	11%	1%	-0.2%	13%	49%[activator]	i	-0.4	23%
Cc1onc(-c2ccccc2Cl)c1C(=O)c1ccccc1	-2%	-3%	17%	-0.5%	16%	-2%	i	4.7	4%
O=C(N/N=C/c1ccc(Br)s1)c1ccncc1	-1%	-24%	-32%	1.7%	6%	-26%	i	-2.2	?
COc1cccc(CN2CC(C(=O)N3CCSCC3)CCC2=O)c1 (stereo not given)	nt	nt	-4%	-1.2%	4%	nt	nt	-0.4	-1%
Cc1ccc2c(c1)NC(=O)c1cccnc1N2	8%	?	-27%	0.6%	-13%	75%[activator]	i	0.2	-27%
O=C(CCNS(=O)(=O)c1ccc(Br)cc1)NCc1ccc(Cl)cc1	-2%	14%	11µM*	-0.4%	3%	-10%	i	-1.5	-11%
Cc1ccc(-c2nnn(CC(=O)N(Cc3ccccc3)C(C(=O)NC(C)(C)C)c3ccncc3)n2)o1 (stereo not given)	-1%	8%	8%	-0.5%	2%	2%	i	-2.4	11%
COc1ccc(C2=CC(=O)CC(c3ccccc3)C2)cc1 (stereo not given)	-1%	1%	-1%	0.9%	6%	12%	i	-2.3	4%
Cc1csc(NC(=O)c2ccc(OCC3CCCO3)cc2)n1 (stereo not given)	-8%	?	-5%	-0.9%	0%	?	?	-3.3	-16%
Cn1c(Cn2c(=O)sc3ccccc32)nnc1SCC(=O)N1CCCCCC1	-7%	-2%	0%	-1.0%	10%	-6%	i	-0.5	0%
CC(C)c1cc(=O)[nH]c(N2CCN(Cc3ccc4c(c3)OCO4)CC2)n1	1%	-11%	-7%	-0.2%[9.22 µM]	-2%	1%	i	-1.9	-1%
Cc1ccc(C(=O)O/N=C/c2c(N3CCOCC3)n(C)c3ccccc23)cc1	-1%	?	-19%	-0.9%	18%	?	?	-1.6	-16%
C/C(N)=C(/C#N)C(=O)COC(=O)C1CCN(S(=O)(=O)c2cccs2)CC1	1%	2%	6%	0.2%	-3%	6%	i	0.5	2%
Cc1cc(C)cc(NC2=C(N)C(=O)c3ccccc3C2=O)c1	-2%	-4%	-4%	3.2%	-4%	45%[activator]	i	-2.6	0%

Part of the list above with just Nrf2 ARE act.
| SMILES | Nrf2 ARE act |
| --- | --- |
| CC(Oc1ccc2ccc(=O)oc2c1)C(=O)c1ccccc1 (stereo not given) | 0.0% |
| Cc1ccc([N+](=O)[O-])c(OCCCN2C(=O)NC(C)(C)C2=O)c1 | 2.5% |
